# MBNL1 CUG block – inhibitors of human MBNL1 binding to CUG repeat RNA; Potency, µM (highest dose often 57.5 µM), inactives show at the top dose activity change, negative = inhibition, actives largely listed as inhibitors; actives 0.036% (n = 280,000); TR-FRET MBNL1-His/biotin-(CUG)12 binding, 665/545 ratio; Q9NR56; active means well fitted inhibition curve with a large enough effect in the signal ratio, with a control signal flat, not every such curve was filed as active; inconclusive means small, poorly fitted or top-dose-only effect, or effect the other way, or a change in a side signal; inactive means no such curve, though single readings can be large or run the other way; the % refers to the signal ratio; further: potency means the concentration at half of the fitted maximal effect; on the % scale 0 is the no-effect control and ±100 the full control effect
#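 Inhibition of protein-RNA binding appears as loss of TR-FRET between terbium anti-His antibody on MBNL1-His and streptavidin-XL665 on biotin-(CUG)12. Activity is normalized to buffer-only and uninhibited-complex controls.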
# GALK inhibitor – inhibitors of human galactokinase; actives 0.007% (n = 270,000); Potency, µM (series often up to 57.5 µM), for the others: at the top dose activity change, negative = inhibition, actives largely listed as inhibitors; Purified GALK, Kinase-Glo residual ATP luminescence; AID 1868; further: potency means the concentration at half of the fitted maximal effect; on the % scale 0 is the no-effect control and ±100 the full control effect
#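 The enzyme phosphorylates galactose (100 uM) using ATP (35 uM); inhibition is detected as higher residual ATP, quantified by bioluminescence after 1 h reaction at room temperature, pH 8.0.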
# KCNH2 3.1 block – blocks the human KCNH2 3.1 channel isoform; U2OS KCNH2 3.1, thallium flux FluxOr; hits give low values; activity change, % (tested at about 1.8 µM); actives 0.95% (n = 340,000);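 active means maximum activity change below -70%; inconclusive means maximum activity change from -70% to -50%; inactive means maximum activity change above -50%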;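 further: thallium influx rate constant from kinetic fluorescence after stimulation buffer; on the % scale 0 is the no-effect control and ±100 the full control effect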
#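 Steps: virus added to U2OS suspension (4 h, RT, dark); medium with 10% FBS added, cells plated, 37 C overnight; FluxOr/Red40 loading buffer 45 min RT; stimulation buffer, 2 min kinetic read; rate constant normalized.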
# hERG WT inh – KCNH2 (human, wildtype) channel inhibition; U2OS, BacMam KCNH2, thallium flux FluxOr; hits give low values; actives 0.37% (n = 340,000); Q12809; activity change, % at 1.84 µM;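 active means maximum activity change below -70%; inconclusive means maximum activity change between -70% and -50%; inactive means maximum activity change above -50%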; further: on the % scale 0 is the no-effect control and ±100 the full control effect
#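 U2OS cells transduced with wild-type KCNH2 virus are loaded with FluxOr dye for 45 min, and thallium flux is measured in kinetic reads before and after stimulation buffer. Rate constants are normalized to DMSO controls.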
# A-T KAP1 phos – potential ataxia-telangiectasia treatment; […] A-T fibroblasts, KAP-1 phosphorylation AlphaLISA; neocarzinostatin DNA damage 30 min before lysis; Potency, µM (series often up to 57.5 µM), for inactives: top-dose activation, hits mostly activators; actives 0.19% (n = 320,000); further: potency means the concentration at half of the fitted maximal effect; % of control where 0% means no effect; nearly all actives have a fitted effect of over 45% in size
#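 ATM-like activity read as KAP-1 phosphorylation via AlphaLISA donor/acceptor antibody pairs after lysis and 6 hr at 25C. Cells were ATM-null patient fibroblasts ([…], hTERT), dosed 60 min, then exposed to the DSB inducer NCS for 30 min.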
# ASM inhibitor – human S-ASM enzyme inhibition. P17405. placental ASM, HMU-PC fluorogenic substrate, 60 min. Potency, µM (titrated, usually from 57.5 µM), for the others: at the highest dose activity change, negative = inhibition, most hits filed as inhibitors. actives 0.006% (n = 340,000); further: potency means the concentration at half of the fitted maximal effect
#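 Steps: dispense placental human ASM, pin compound, wait 10 min at room temperature, add HMU-PC0 substrate at 9 uM final, incubate 60 min at 37 °C, add stop solution raising pH to 10, read fluorescence.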
# FBPA coupling cs – inhibits coupling enzyme system, counter-screen for aldolase hits; coupling enzyme system counterscreen, AmpLite Red fluorescence; activity change, negative = inhibition, % at 58.2 µM, hits read low; actives 0.67% (n = 290,000); in the data active means activity change below about -30%; further: on the % scale 0 is the no-effect control and ±100 the full control effect
#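 Counterscreen of the coupled detection system alone, without aldolase: glyceraldehyde-3-phosphate coupling enzymes plus AmpLite Red readout. Compounds at 57.5 uM final, 10 min RT preincubation, 20 min RT reaction, fluorescence 525/598 nm.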
# Integrin act MD – activators of alpha7 integrin expression for muscular dystrophy; alpha7betagal myoblasts, beta-gal FDG fluorescence, 48 h; Potency, µM (highest dose often 38.3 µM), for the others: at the top dose activation, actives largely listed as activators; AID 624291; actives 0.064% (n = 350,000);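 further: potency means the concentration at half of the fitted maximal effect; 100% = response of the positive control SU9516; nearly all actives have a fitted effect of over 60% in size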
#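 alpha7betagal+/- myoblasts (passage 13, 250/well) treated 48 h at 37C with compounds at 1:260 dilution of DMSO stock. Lysed, then beta-galactosidase activity read as FDG fluorescence (ex 480/em 540) after 30 min, with pre-read for autofluorescence.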
# CXXC DNA block – inhibitors of human MLL CXXC domain-DNA interaction; Potency, µM (top dose mostly 115 µM), for inactives: at the top dose activity change, negative = inhibition, hits mostly inhibitors; actives 0.037% (n = 290,000); Q03164; AID 2662; MLL-CXXC / FITC-HOXA9 DNA fluorescence polarization; active means well fitted inhibition curve with a large enough effect in the polarisation, with a control signal flat, not every such curve was filed as active; inconclusive means small, poorly fitted or top-dose-only effect, or effect the other way, or a change in a side signal; inactive means no such curve, though single readings can be large or run the other way; the % refers to the polarisation; further: potency means the concentration at half of the fitted maximal effect
# Target sequence (Q03164 whole entry, looked up, the tested form may be a part): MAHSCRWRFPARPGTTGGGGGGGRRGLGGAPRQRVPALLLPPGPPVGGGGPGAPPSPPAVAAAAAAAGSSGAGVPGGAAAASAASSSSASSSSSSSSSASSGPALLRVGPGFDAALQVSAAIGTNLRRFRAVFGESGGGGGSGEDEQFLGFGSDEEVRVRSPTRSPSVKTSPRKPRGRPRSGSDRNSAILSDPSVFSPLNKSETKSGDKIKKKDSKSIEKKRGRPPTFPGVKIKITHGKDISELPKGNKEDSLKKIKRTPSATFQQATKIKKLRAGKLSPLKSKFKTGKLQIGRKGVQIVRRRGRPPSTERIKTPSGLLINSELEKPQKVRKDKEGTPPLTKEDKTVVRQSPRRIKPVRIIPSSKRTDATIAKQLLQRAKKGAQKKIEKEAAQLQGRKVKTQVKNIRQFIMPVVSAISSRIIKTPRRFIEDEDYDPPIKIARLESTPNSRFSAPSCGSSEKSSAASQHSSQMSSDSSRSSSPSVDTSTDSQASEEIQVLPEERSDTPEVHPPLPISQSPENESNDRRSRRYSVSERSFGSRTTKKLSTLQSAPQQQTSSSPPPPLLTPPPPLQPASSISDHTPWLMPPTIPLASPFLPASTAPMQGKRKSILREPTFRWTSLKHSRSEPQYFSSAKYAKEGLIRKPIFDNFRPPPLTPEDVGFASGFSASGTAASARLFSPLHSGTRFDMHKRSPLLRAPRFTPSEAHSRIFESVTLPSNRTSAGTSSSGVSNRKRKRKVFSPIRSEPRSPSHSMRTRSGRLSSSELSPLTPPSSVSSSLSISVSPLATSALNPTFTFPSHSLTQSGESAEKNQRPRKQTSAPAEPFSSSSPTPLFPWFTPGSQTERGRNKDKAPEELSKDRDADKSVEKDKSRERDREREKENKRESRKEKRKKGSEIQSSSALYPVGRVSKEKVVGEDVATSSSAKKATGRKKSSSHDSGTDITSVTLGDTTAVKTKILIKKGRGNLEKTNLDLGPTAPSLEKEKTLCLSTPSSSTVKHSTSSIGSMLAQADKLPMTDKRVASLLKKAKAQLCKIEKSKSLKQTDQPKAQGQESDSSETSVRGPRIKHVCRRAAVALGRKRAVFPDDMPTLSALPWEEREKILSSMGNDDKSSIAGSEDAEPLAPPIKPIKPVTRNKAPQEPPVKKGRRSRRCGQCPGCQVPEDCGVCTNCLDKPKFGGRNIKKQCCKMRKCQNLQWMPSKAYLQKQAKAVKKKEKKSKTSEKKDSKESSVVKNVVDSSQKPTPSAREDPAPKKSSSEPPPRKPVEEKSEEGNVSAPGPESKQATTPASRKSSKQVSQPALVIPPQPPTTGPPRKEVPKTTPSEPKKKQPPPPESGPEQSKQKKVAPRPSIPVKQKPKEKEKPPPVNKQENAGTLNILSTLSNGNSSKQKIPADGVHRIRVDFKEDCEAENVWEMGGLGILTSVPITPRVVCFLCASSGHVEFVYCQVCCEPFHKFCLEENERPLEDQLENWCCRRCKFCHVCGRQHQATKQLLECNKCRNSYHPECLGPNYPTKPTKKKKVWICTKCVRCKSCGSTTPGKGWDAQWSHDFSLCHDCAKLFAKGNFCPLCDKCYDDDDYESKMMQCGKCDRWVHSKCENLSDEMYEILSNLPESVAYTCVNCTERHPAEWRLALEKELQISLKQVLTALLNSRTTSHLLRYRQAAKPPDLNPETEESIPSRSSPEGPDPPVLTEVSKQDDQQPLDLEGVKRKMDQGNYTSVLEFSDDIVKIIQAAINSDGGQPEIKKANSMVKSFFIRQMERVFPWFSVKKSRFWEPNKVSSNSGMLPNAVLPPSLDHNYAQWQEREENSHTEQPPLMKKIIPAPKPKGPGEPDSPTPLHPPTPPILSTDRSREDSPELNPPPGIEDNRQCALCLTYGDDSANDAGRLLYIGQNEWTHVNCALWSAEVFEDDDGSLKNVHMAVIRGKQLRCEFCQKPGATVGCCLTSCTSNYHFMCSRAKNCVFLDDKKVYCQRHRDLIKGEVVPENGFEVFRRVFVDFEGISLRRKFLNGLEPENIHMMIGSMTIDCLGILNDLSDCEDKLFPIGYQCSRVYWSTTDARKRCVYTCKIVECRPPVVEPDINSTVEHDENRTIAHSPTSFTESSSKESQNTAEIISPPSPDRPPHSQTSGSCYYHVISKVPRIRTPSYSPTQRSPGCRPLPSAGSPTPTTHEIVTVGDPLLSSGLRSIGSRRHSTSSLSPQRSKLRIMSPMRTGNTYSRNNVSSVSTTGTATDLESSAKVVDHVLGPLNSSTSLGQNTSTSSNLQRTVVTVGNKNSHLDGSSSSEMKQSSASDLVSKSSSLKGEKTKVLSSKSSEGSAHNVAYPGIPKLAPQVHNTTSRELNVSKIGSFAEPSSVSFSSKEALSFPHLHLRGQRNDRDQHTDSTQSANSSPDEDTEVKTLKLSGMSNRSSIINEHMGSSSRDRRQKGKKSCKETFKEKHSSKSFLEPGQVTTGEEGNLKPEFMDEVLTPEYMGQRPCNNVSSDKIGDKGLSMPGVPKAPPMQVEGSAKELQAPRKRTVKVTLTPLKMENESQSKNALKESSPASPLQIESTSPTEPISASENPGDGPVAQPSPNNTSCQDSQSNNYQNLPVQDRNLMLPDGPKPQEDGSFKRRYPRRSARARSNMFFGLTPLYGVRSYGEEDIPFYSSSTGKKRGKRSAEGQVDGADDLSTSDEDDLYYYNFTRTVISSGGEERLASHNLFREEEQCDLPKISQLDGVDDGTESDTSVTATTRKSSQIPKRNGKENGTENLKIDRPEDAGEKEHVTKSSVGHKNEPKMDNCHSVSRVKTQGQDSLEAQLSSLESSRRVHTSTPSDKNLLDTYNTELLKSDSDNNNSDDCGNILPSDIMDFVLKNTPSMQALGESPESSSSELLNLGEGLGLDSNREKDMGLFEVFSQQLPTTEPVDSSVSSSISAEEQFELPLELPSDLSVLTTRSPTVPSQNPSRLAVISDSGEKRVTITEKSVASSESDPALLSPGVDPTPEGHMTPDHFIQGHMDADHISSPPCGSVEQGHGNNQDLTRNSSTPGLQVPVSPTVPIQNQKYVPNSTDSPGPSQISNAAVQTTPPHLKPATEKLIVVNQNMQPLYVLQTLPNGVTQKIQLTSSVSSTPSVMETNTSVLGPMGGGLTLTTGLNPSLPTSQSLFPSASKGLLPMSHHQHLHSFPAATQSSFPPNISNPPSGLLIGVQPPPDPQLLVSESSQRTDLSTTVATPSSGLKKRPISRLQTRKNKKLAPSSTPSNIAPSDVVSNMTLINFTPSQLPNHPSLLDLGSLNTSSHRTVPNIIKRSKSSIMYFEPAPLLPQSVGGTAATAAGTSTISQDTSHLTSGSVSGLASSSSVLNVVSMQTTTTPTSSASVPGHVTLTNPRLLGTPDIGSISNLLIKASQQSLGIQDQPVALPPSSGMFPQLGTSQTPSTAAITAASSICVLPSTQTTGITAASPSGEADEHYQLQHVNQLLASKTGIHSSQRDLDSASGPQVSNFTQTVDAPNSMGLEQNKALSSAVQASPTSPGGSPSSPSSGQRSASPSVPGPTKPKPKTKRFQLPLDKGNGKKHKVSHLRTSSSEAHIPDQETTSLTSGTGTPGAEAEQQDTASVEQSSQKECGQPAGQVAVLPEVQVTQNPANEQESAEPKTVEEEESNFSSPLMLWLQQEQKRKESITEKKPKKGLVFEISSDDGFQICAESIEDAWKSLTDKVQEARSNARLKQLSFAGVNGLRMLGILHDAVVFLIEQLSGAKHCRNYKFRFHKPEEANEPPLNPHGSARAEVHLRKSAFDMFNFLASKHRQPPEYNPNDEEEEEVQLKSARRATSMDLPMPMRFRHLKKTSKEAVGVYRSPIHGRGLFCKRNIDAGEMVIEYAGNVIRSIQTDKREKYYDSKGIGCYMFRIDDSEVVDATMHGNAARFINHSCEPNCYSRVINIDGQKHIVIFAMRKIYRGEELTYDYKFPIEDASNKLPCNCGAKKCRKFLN
#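 Purified MLL-CXXC (added from a 7 uM solution) was preincubated 5 min at ambient with pinned compounds in 50 mM Tris-HCl pH 7.5, 50 mM NaCl, 1 mM DTT, 0.05% BSA. Fluorescein-labeled HOX-A9 DNA (50 nM solution) followed, 30 min, then polarization read.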
# TRPV1 agonist – activates the human vanilloid receptor TRPV1. actives 0.19% (n = 320,000). TRPV1-expressing cells, Fluo-8 calcium influx, agonist mode. activation, % at 8.33 µM. AID 540275. Q8NER1; in the data active means activation above about 80%; inconclusive means between about 30% and that limit; further: 0% is about no effect
#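 TRPV1-expressing cells were cultured overnight at 35.5C and loaded with Fluo-8 calcium dye for 40 to 90 min at room temperature. After a 10 s baseline, compound was added and calcium influx was read kinetically for 3 min (ex 480/em 520 nm).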
# * marks the source's active call; other numbers are inactive results; ? = inconclusive; nt = no result given; [ ] = remark or other dose. Unless noted, the call rests on the fitted dose curve; in most records, active means well fitted curve in the direction sought with a large enough effect; inconclusive means small, poorly fitted or top-dose-only effect, or another doubt; inactive means no such curve, though single readings can be large; an effect the other way counts as inactive or inconclusive.
1: CC(=O)Nc1ccc(NC(=O)[C@H](C)NC(=O)c2ccco2)cc1
2: Cc1cc2c(cc1S(=O)(=O)Nc1cccc(C)c1C)n(C)c(=O)c(=O)n2C
3: O=C(O)c1cc(N/N=C2/CC(c3ccccc3)Oc3ccccc32)ccc1Cl (stereo not given)
4: C=CCn1c(SCc2ccccc2)nc2c1c(=O)[nH]c(=O)n2C
5: COCCN(C(=O)CSc1nnc(-c2cccc(OC)c2)n1C)c1c(N)n(Cc2ccccc2)c(=O)[nH]c1=O
6: Cn1c(C(O)C(O)c2ccccc2)nc2ccccc21 (stereo not given)
7: O=C(c1ccc(F)cc1F)N(Cc1ccccn1)Cc1ccco1
8: COc1cc(Cl)cc(C#N)c1OCC(=O)O
Compound	1	2	3	4	5	6	7	8
MBNL1 CUG block	1%	-2%	nt	-3%	-4%	-5%	6%	3%
GALK inhibitor	1%	nt	1%	-7%	-2%	12%	2%	0%
KCNH2 3.1 block	-1	0	-14	-22	nt	2	-5	5
hERG WT inh	-9	7	8	2	nt	-11	4	-3
A-T KAP1 phos	0%	-2%	2%	2%	10%	-1%	-8%	10%
ASM inhibitor	3%	-1%	19%	-2%	nt	0%	6%	5%
FBPA coupling cs	-1	-3	1	1	3	-3	5	1
Integrin act MD	-7%	-9%	2%	?	nt	-7%	-7%	15%
CXXC DNA block	4%	nt	7%	1%	2%	-3%	7%	7%
TRPV1 agonist	0	-4	0	12	-3	-3	2	1

# Molecules shown so far with a COOH group (two):
3: O=C(O)c1cc(N/N=C2/CC(c3ccccc3)Oc3ccccc32)ccc1Cl (stereo not given)
8: COc1cc(Cl)cc(C#N)c1OCC(=O)O
Compound	3	8
MBNL1 CUG block	nt	3%
GALK inhibitor	1%	0%
KCNH2 3.1 block	-14	5
hERG WT inh	8	-3
A-T KAP1 phos	2%	10%
ASM inhibitor	19%	5%
FBPA coupling cs	1	1
Integrin act MD	2%	15%
CXXC DNA block	7%	7%
TRPV1 agonist	0	1

# Next results follow:
9: Cc1ccc(CSc2nnc(CCNC(=O)OC(C)(C)C)o2)cc1
10: CCOc1ccc(NCC2CCOC(C)(C)C2)cc1 (stereo not given)
11: COCCNC(=O)C(OC(=O)c1cccs1)c1ccc(F)cc1 (stereo not given)
12: CCn1c(SCC(=O)NC2CCCC2)nnc1C(C)NC(=O)c1ccccc1Br (stereo not given)
13: COc1ccccc1C(=O)NCCC(=O)Nc1nc2ccccc2[nH]1
14: COc1ccc2cc(C(=O)Nc3c(C)n(C)n(-c4ccccc4)c3=O)sc(=O)c2c1OC
15: COC(=O)c1cccc(Oc2nc3c(c(=O)n(C)c(=O)n3C)n2C(C)C)c1
16: Oc1nc(Nc2ccc(F)cc2)sc1/C=C1\C=Nc2ccccc21
Compound	9	10	11	12	13	14	15	16
MBNL1 CUG block	2%	7%	-4%	-1%	nt	15%	-6%	11%
GALK inhibitor	-1%	1%	3%	-3%	nt	0%	4%	-5%
KCNH2 3.1 block	-15	-22	5	-6	11	12	-3	0
hERG WT inh	2	-1	8	0	-2	-5	5	4
A-T KAP1 phos	-12%	-6%	1%	-8%	-1%	-4%	17%	-2%
ASM inhibitor	8%	0%	3%	-1%	1%	3%	-1%	-3%
FBPA coupling cs	0	3	1	1	nt	2	3	1
Integrin act MD	-25%	-12%	-11%	3%	-19%	5%	11%	-1%
CXXC DNA block	-9%	-5%	-9%	9%	nt	-8%	16%	24%
TRPV1 agonist	3	3	0	-1	0	-1	7	4

17: O=C(CCc1ccc(S(=O)(=O)NCc2ccccc2)cc1)NCc1ccc2c(c1)OCO2
18: COc1ccc(N2CC(C(=O)N/N=C/c3cc([N+](=O)[O-])ccc3O)CC2=O)cc1 (stereo not given)
19: COc1ccccc1N1CCN(S(=O)(=O)c2ccc3nc(-c4ccccc4)[nH]c3c2)CC1
20: O=c1[nH]c2ccccc2n1C1=CCNCC1
21: Cc1ccccc1OCCNCC(C)O (stereo not given)
22: C/C(=N\NC(=O)C1CCCN(S(=O)(=O)c2ccccc2)C1)c1ccncc1 (stereo not given)
23: CCOC(=O)c1sc(NC(=O)c2ccc(C)o2)nc1C
24: CC1(C)CC(=O)C2=C(C1)N(Cc1ccco1)C(=O)C2(NC(=O)c1ccc(Cl)cc1Cl)C(F)(F)F (stereo not given)
Compound	17	18	19	20	21	22	23	24
MBNL1 CUG block	-1%	16%	-2%	-2%	-1%	-4%	17%	-13%
GALK inhibitor	-2%	-2%	nt	3%	12%	-2%	2%	0%
KCNH2 3.1 block	-4	3	-3	-8	-2	0	1	-23
hERG WT inh	2	-13	-10	7	8	-4	2	-4
A-T KAP1 phos	4%	-6%	0%	2%	3%	-2%	7%	3%
ASM inhibitor	-2%	-9%	-16%	4%	-1%	-1%	0%	-4%
FBPA coupling cs	-1	7	1	3	0	2	1	8
Integrin act MD	18%[7.66 µM]	16%	-25%	?	5%	-1%	20%	2%[7.66 µM]
CXXC DNA block	7%	5%	4%	-9%	4%	12%	-6%	1%
TRPV1 agonist	3	-2	15	3	0	-1	?	0

25: O=C(CCCC(=O)Nc1ccc(Br)cc1)N/N=C/c1ccccc1
26: CCN(C(=O)COn1nnc2ccc(S(=O)(=O)N(C)C)cc21)C1CCS(=O)(=O)C1 (stereo not given)
27: CC(=O)Nc1ccc(NC(=O)/C(Cl)=C/c2ccccc2)cc1
28: CCn1nc(C)c(CNC(=O)C2CCC(=O)N(CCc3ccc(Cl)cc3)C2)c1C (stereo not given)
29: CCOc1ccc(CCNC(=O)CN2C(=O)NC3(CCCC3)C2=O)cc1OCC
30: CC(C)N(C(=O)[C@H]1C[C@H](CC(=O)NC(C)(C)C)C(=O)N2CCc3c([nH]c4ccc(Cl)cc34)[C@]12C)C(C)C
31: CC(=O)c1cccc(NC(=O)CSc2n[nH]c(=O)n2C2CC2)c1
32: Cn1nc(C(=O)NNC(=O)CCOc2ccc(C(C)(C)C)cc2)c2ccccc2c1=O
Compound	25	26	27	28	29	30	31	32
MBNL1 CUG block	-9%	nt	12%	3%	-5%	nt	nt	nt
GALK inhibitor	-4%	nt	0%	2%	0%	nt	nt	nt
KCNH2 3.1 block	nt	-1	9	3	-12	-9	-6	6
hERG WT inh	6	21	2	0	4	-3	1	3
A-T KAP1 phos	6%	8%	-8%	6%	10%	0%	4%	-11%
ASM inhibitor	-2%	4%	-12%	-1%	0%	-28%	7%	-21%
FBPA coupling cs	-14	nt	6	nt	nt	nt	nt	nt
Integrin act MD	-14%	0%	-34%	1%	-18%	-40%	24%	-13%
CXXC DNA block	?	nt	23%	-3%	-1%	nt	nt	nt
TRPV1 agonist	2	1	11	-2	0	nt	nt	0

# Arranged by value in CXXC DNA block (ascending): three from the list above.
nr	molecule	CXXC DNA block
11	COCCNC(=O)C(OC(=O)c1cccs1)c1ccc(F)cc1 (stereo not given)	-9%
7	O=C(c1ccc(F)cc1F)N(Cc1ccccn1)Cc1ccco1	7%
12	CCn1c(SCC(=O)NC2CCCC2)nnc1C(C)NC(=O)c1ccccc1Br (stereo not given)	9%

# (more compounds)
33: CCOc1ccccc1NC(=O)COC(=O)c1c(CC)noc1C
34: COc1c(Cl)cc(Cl)cc1CNCCNCC(C)O (stereo not given)
35: Cc1ccc(CC2CC(=O)N(Cc3ccco3)C2=O)cc1 (stereo not given)
36: O=C(CN(C(=O)c1csnn1)c1cccc(F)c1)NCc1ccc2c(c1)OCO2
37: COc1ccccc1CNC(=S)NCc1ccc(F)cc1
38: C/C(=N/NC(=O)c1ccoc1C)c1cccc(NC(=O)C(F)(F)F)c1
39: COc1cccc2c1[C@@H]1CN(CCCCn3c(=O)[nH]c4c(sc5ncc(-c6ccccc6)nc54)c3=O)C[C@@H]1CO2
40: Cc1cc(=O)oc2cc(OCC(=O)Nc3c(C)n(C)n(-c4ccccc4)c3=O)c(Cl)cc12
Compound	33	34	35	36	37	38	39	40
MBNL1 CUG block	nt	-7%	13%	-5%	-18%	2%	?	nt
GALK inhibitor	nt	-1%	-1%	17%	-3%	1%	nt	nt
KCNH2 3.1 block	23	11	16	3	-5	-6	-31	-23
hERG WT inh	5	-2	-1	-3	-10	-5	6	2
A-T KAP1 phos	3%	5%	3%	4%	24%	-5%	-4%	5%
ASM inhibitor	2%	0%	-2%	-1%	3%	0%	?	215%[activator]
FBPA coupling cs	nt	nt	-1	3	-11	3	nt	nt
Integrin act MD	-10%	-22%	-5%	-9%	11%	10%	nt	27%
CXXC DNA block	nt	2%	-11%	-7%	34%[activator]	8%	67%[activator]	nt
TRPV1 agonist	21	nt	10	1	?	1	11	0

# High-throughput results from PubChem.
